From PubChem BioAssay
PPARg SRC-3 ag = PPARgamma agonists recruiting SRC-3 coactivator, primary screen, biochemical; Peroxisome proliferator-activated receptor gamma (Homo sapiens), P37231; biochemical PPARgamma/SRC-3 coactivator recruitment assay; activation, % at 8 µM; 0.26% of 200,000 active; in the data active = activation above about 23%;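 note: 0% = DMSO and 100% = reference agonist; some compounds past the cut are filed as inactive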
PPARg SRC-2 ag = agonists of PPARg-SRC-2 recruitment, primary screen, biochemical, HTS. Peroxisome proliferator-activated receptor gamma (Homo sapiens), P37231. PPARgamma LBD-SRC-2 recruitment. activation, % at 8 µM. 0.34% of 200,000 active; in the data active = activation above about 22%;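 note: 0% = vehicle and 100% = reference agonist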
Diaph inh CS = diaphorase inhibitors and chemical oxidizers, primary screen, counter-screen for diaphorase-coupled primary assays, biochemical, uHTS, resorufin fluorescence; diaphorase resazurin-to-resorufin fluorescence, NADH, 16 min; bacterial (C. kluyveri) enzyme, not human; inhibition, % at 20 µM; 0.69% of 190,000 active; AID 1217, 2008;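 active = primary screen inhibition at 20 µM above a set limit, cut at about 50% in these data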;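 note: plate controls were DMSO with full reaction for no effect and wells lacking NADH for full effect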
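material = Clostridium kluyveri diaphorase enzyme | amount = 0.14 U/mL diaphorase, enzyme working solution | schedule = incubation 16 min, room temperature | detection = fluorescence of resorufin formed from resazurin, Ex 544/Em 590 nm | benchmarks = positive control minus NADH, DMSO neutral control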
PMI act satM6P = human PMI activators, high substrate, primary screen, biochemical, fluorescence intensity, near-saturating mannose 6-phosphate; Mannose-6-phosphate isomerase (Homo sapiens), P34949; coupled PMI enzyme assay, resazurin fluorescence, 20 min; hits give high values; 1 = untreated enzyme, 0 = substrate-free blank; activation factor at 20 µM; 0.34% of 190,000 active; AID 1216, 2008;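 active = activation factor of 2 or more at 20 µM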
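Test system – human PMI in coupled enzyme assay · Timing – 20 min incubation at room temperature · Detection – Diaphorase-driven resazurin-to-resorufin fluorescence, excitation 544, emission 590 nm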
PPARg SRC1 recr = PPARgamma agonists recruiting SRC-1 coactivator, primary screen, biochemical; 0.41% of 200,000 active; activation, % at 8 µM; PPARgamma-SRC-1 coactivator recruitment biochemical assay; Peroxisome proliferator-activated receptor gamma (Homo sapiens), P37231; in the data active = activation above about 19%;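 note: 0% = DMSO and 100% = reference agonist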
ROMK mod = ROMK potassium channel modulators, primary screen, cell-based, thallium flux, MLSMR library; B-score at 10 µM; ATP-sensitive inward rectifier potassium channel 1 (Homo sapiens), P48048; 2% of 130,000 active; Tet-inducible ROMK, thallium flux fluorescence; actives lie on both sides;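 active = signal ratio slope over the read window, or its plate-corrected B-score, at least 3 SD from the plate mean, either direction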;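 note: B-score of the F/F0 ratio slope over 7 to 12 s after thallium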
Target sequence (P48048 whole entry, looked up): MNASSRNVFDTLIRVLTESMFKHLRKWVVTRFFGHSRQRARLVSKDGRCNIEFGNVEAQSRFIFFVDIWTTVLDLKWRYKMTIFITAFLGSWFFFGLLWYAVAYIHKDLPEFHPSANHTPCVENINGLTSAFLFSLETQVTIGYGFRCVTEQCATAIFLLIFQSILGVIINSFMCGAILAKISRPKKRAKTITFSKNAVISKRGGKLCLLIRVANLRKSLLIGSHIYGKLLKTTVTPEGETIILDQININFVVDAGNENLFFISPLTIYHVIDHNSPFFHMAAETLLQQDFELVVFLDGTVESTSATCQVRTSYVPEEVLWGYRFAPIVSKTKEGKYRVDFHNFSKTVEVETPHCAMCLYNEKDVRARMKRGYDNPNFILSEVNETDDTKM
G6PDH CS = L. mesenteroides G6PDH inhibitors, counter-screen for G6PDH-coupled screening assays, biochemical, Leuconostoc mesenteroides enzyme; glucose-6-phosphate dehydrogenase [Leuconostoc mesenteroides]; 0.12% of 200,000 active; Purified L. mesenteroides G6PDH, diaphorase/resazurin coupled fluorescence, 45 min; inhibition, % at 5 µM; in the data active = inhibition above about 50%
PMI activator = activators of human PMI, primary screen, biochemical, fluorescence intensity, near-Km mannose 6-phosphate; purified human PMI, coupled resazurin fluorescence, 20 min; hits give high values; 1 = vehicle control, 0 substrate-free wells; activation factor at 20 µM; 0.005% of 190,000 active;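 active = activation factor of 2 or more at 20 µM, relative to plate controls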
S1P3 antag = S1P3 receptor antagonists, primary screen, cell-based. Sphingosine 1-phosphate receptor 3 (Homo sapiens), Q99500. CHO S1P3 NFAT-BLA reporter, FRET fluorescence, antagonist mode. inhibition, % at 4.98 µM. 0.27% of 170,000 active. AID 485, 2006;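 active = inhibition above the plate cutoff, the mean inhibition of test wells on that plate plus 3 SD, cut at about 28% in these data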;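 note: cells challenged with S1P at its EC80 of 0.8 µM; blue over green emission ratio from cleaved BLA substrate after 4 h stimulation; 0% = S1P-stimulated wells and 100% = unstimulated DMSO-only wells; some compounds past the cut are filed as inactive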
Target sequence (Q99500 whole entry, looked up): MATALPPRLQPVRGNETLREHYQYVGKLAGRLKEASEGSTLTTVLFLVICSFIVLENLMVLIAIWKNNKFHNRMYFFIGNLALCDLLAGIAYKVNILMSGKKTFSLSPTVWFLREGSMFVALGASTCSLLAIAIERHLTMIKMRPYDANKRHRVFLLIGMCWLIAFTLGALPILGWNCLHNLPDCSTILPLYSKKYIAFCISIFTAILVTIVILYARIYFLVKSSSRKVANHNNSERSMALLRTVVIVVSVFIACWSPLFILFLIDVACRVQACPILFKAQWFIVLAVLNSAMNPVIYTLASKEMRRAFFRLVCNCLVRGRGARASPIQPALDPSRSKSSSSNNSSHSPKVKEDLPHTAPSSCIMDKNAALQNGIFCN
TR-FRET SRC-2 ct = TR-FRET signal artefacts, primary screen, artefact control for PPARgamma SRC-2 agonist project, biochemical; TR-FRET artefact counter-screen; hits give high values; 0.4% of 200,000 active; TR-FRET ratio at 8 µM; in the data active = TR-FRET ratio above about 2000; note: inactives centre near 1500
Diaphorase act = compounds boosting diaphorase resazurin reduction – biochemical, uHTS, resorufin fluorescence, counter-screen for diaphorase-coupled primary assays, primary screen; Diaphorase/resazurin coupled assay, 16 min; hits give high values; 1 = vehicle wells, 0 = NADH-free wells; activation factor at 20 µM; 0.005% of 190,000 active; AID 1229, 2008;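 active = diaphorase activity raised at least twofold by the compound at 20 µM; inactive = activation factor below 2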
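test system = bacterial diaphorase enzyme (C. kluyveri) | quantity = enzyme 0.07 U/mL final | reagent = NADH substrate 0.114 mM plus resazurin dye 0.1 mM, final | incubation = 16 min enzyme reaction, ambient temperature | buffer or medium = HEPES pH 7.4 buffer with MgCl2 and Tween 20 | signal = fluorescence of resorufin, 544 nm excitation, 590 nm emission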
Numbers without * were called inactive. Hits appear at their usual frequency (roughly 3.3% active in at least one column).

How did CCc1ccccc1N=C1S/C(=C/c2ccccc2OCC(=O)N2CCOCC2)C(=O)N1C do in these assays?
PPARg SRC-3 ag: 0.4; PPARg SRC-2 ag: -4.8; Diaph inh CS: 21.0; PMI act satM6P: 0.9; PPARg SRC1 recr: 5.1; ROMK mod: 0.219; G6PDH CS: 9.3; PMI activator: 0.8; S1P3 antag: -1.8; TR-FRET SRC-2 ct: 1539; Diaphorase act: 0.8

How did CCOC(=O)N1CCN(C(=O)CSc2nnc(-c3cccc(Cl)c3)o2)CC1 do in these assays?
PPARg SRC-3 ag: -0.1; PPARg SRC-2 ag: -2.5; Diaph inh CS: 18.4; PMI act satM6P: 0.9; PPARg SRC1 recr: 3.9; G6PDH CS: -6.5; PMI activator: 0.9; S1P3 antag: -3.6; TR-FRET SRC-2 ct: 1465; Diaphorase act: 0.8

How did COc1cc(/C=N/N=C2/NC(=O)C(CC(=O)O)S2)ccc1OCc1cccc(Cl)c1 (stereo not given) do in these assays?
PPARg SRC-3 ag: -1.8; PPARg SRC-2 ag: 0.7; Diaph inh CS: 8.9; PMI act satM6P: 1; PPARg SRC1 recr: 7.0; ROMK mod: -0.0592; G6PDH CS: 14.1; PMI activator: 1.1; S1P3 antag: 3.0; TR-FRET SRC-2 ct: 1547; Diaphorase act: 0.9

Results for O=c1c(Cc2ccc(Cl)cc2)c(O)ccn1Cc1cccc(Cl)c1 ?
PPARg SRC-3 ag: 2.2; PPARg SRC-2 ag: -4.8; Diaph inh CS: 23.0; PMI act satM6P: 0.8; PPARg SRC1 recr: -5.5; G6PDH CS: 0.8; PMI activator: 0.8; TR-FRET SRC-2 ct: 1404; Diaphorase act: 0.8

What do the screens show for `COC(=O)Cc1c(C)nc2nc(-c3ccccc3)[nH]n2c1=O`?
PPARg SRC-3 ag: -1.6; PPARg SRC-2 ag: -3.0; Diaph inh CS: 3.9; PMI act satM6P: 1; PPARg SRC1 recr: -4.1; G6PDH CS: -0.7; PMI activator: 1; S1P3 antag: -6.5; TR-FRET SRC-2 ct: 1618; Diaphorase act: 1

Results for O=S(=O)(Cc1ccccc1Cl)CC(O)COc1ccccc1Cl (stereo not given) ?
PPARg SRC-3 ag: 0.1; PPARg SRC-2 ag: 5.2; Diaph inh CS: 21.1; PMI act satM6P: 0.9; PPARg SRC1 recr: 5.3; G6PDH CS: 5.8; PMI activator: 0.9; TR-FRET SRC-2 ct: 1598; Diaphorase act: 0.8

Results for COc1cc(-c2nnco2)cc(OC)c1OC ?
PPARg SRC-3 ag: 5.8; PPARg SRC-2 ag: 3.5; Diaph inh CS: 12.5; PMI act satM6P: 0.9; PPARg SRC1 recr: 6.4; ROMK mod: -1.25; G6PDH CS: 16.8; PMI activator: 0.8; S1P3 antag: 2.5; TR-FRET SRC-2 ct: 1822; Diaphorase act: 0.9

Results for CCOC(=O)CCNC(=O)c1ccccc1Br ?
PPARg SRC-3 ag: 1.7; PPARg SRC-2 ag: 0.6; Diaph inh CS: 17.1; PMI act satM6P: 1; PPARg SRC1 recr: 3.4; G6PDH CS: 1.2; PMI activator: 1; S1P3 antag: -29.3; TR-FRET SRC-2 ct: 1570; Diaphorase act: 0.8

How did Cc1ccc(NC(=O)CN(C)C(=O)CN2C(=O)NC(C)(c3ccccc3)C2=O)cc1 (stereo not given) do in these assays?
PPARg SRC-3 ag: -1.6; PPARg SRC-2 ag: 4.3; Diaph inh CS: -2.8; PMI act satM6P: 1; PPARg SRC1 recr: 0.7; G6PDH CS: 4.5; PMI activator: 1; S1P3 antag: -10.5; TR-FRET SRC-2 ct: 1482; Diaphorase act: 1

What do the screens show for `O=C(NC(c1ccccc1)c1ccccc1)C1(c2cccs2)CCOCC1`?
PPARg SRC-3 ag: 2.3; PPARg SRC-2 ag: 0.7; Diaph inh CS: 6.6; PMI act satM6P: 1; PPARg SRC1 recr: -2.9; G6PDH CS: 8.3; PMI activator: 1.1; S1P3 antag: 21.6; TR-FRET SRC-2 ct: 1472; Diaphorase act: 0.9

What do the screens show for `C=CCOCCN(C)C1=NS(=O)(=O)c2ccccc21`?
PPARg SRC-3 ag: -3.7; PPARg SRC-2 ag: 2.9; Diaph inh CS: 5.3; PMI act satM6P: 1.1; PPARg SRC1 recr: 1.6; ROMK mod: -0.219; G6PDH CS: 5.1; PMI activator: 1; S1P3 antag: -18.6; TR-FRET SRC-2 ct: 1622; Diaphorase act: 0.9

What do the screens show for `O=C(COC(=O)c1ccccc1O)Nc1ccc(OC(F)F)cc1`?
PPARg SRC-3 ag: -14.4; PPARg SRC-2 ag: 0.2; Diaph inh CS: 11.0; PMI act satM6P: 1; PPARg SRC1 recr: -4.2; ROMK mod: 1.51; G6PDH CS: -2.8; PMI activator: 0.9; S1P3 antag: -7.8; TR-FRET SRC-2 ct: 1414; Diaphorase act: 0.9

What do the screens show for `O=C(COC(=O)CCC(=O)c1ccc(F)cc1)Nc1ccc(F)cc1F`?
PPARg SRC-3 ag: -4.1; PPARg SRC-2 ag: -9.2; Diaph inh CS: -3.9; PMI act satM6P: 1; PPARg SRC1 recr: -3.1; G6PDH CS: 5.0; PMI activator: 1.1; S1P3 antag: -7.2; TR-FRET SRC-2 ct: 1468; Diaphorase act: 1

How did COc1ccccc1CC(=O)Nc1ccc(-c2noc(COc3ccc(Br)cc3)n2)cc1 do in these assays?
PPARg SRC-3 ag: -0.9; PPARg SRC-2 ag: 12.4; Diaph inh CS: 6.5; PMI act satM6P: 1; PPARg SRC1 recr: 2.0; ROMK mod: 0.961; G6PDH CS: 5.4; PMI activator: 1; TR-FRET SRC-2 ct: 1775; Diaphorase act: 0.9

Results for CCc1ccc(C(=O)COC(=O)c2cnccn2)cc1 ?
PPARg SRC-3 ag: 0.3; PPARg SRC-2 ag: -4.1; Diaph inh CS: -11.7; PMI act satM6P: 1.1; PPARg SRC1 recr: -5.2; ROMK mod: -0.0623; G6PDH CS: 5.4; PMI activator: 1; TR-FRET SRC-2 ct: 1636; Diaphorase act: 1.1

How did O=C(O)C1CCCCC1C(=O)Nc1ccc(F)cc1F (stereo not given) do in these assays?
PPARg SRC-3 ag: -8.5; PPARg SRC-2 ag: 3.2; Diaph inh CS: 2.4; PMI act satM6P: 1.1; PPARg SRC1 recr: -7.0; G6PDH CS: 3.5; PMI activator: 1.1; TR-FRET SRC-2 ct: 1457; Diaphorase act: 1

Results for Cc1c(Cl)c([N+](=O)[O-])nn1CCCC(=O)Nc1ccc(Cl)cc1Cl ?
PPARg SRC-3 ag: -2.6; PPARg SRC-2 ag: 4.4; Diaph inh CS: 7.8; PMI act satM6P: 1; PPARg SRC1 recr: -2.9; ROMK mod: 0.251; G6PDH CS: 10.1; PMI activator: 0.9; S1P3 antag: 2.4; TR-FRET SRC-2 ct: 1495; Diaphorase act: 0.9

Results for CSCCCNC(=O)c1ccc(OC2CCN(CCc3ccccc3)CC2)cc1 ?
PPARg SRC-3 ag: 1.9; PPARg SRC-2 ag: 2.8; Diaph inh CS: 22.6; PMI act satM6P: 0.9; PPARg SRC1 recr: 8.8; ROMK mod: -0.0823; G6PDH CS: 10.9; PMI activator: 0.9; S1P3 antag: 2.4; TR-FRET SRC-2 ct: 1584; Diaphorase act: 0.8

How did COc1ccc(C(=O)NCC(=O)Nc2ccc(F)cc2)cc1OC do in these assays?
PPARg SRC-3 ag: 1.9; PPARg SRC-2 ag: 3.1; Diaph inh CS: 1.9; PMI act satM6P: 1; PPARg SRC1 recr: -6.1; ROMK mod: 0.108; G6PDH CS: -7.7; PMI activator: 1; TR-FRET SRC-2 ct: 1456; Diaphorase act: 1

What do the screens show for `COc1ccc(OC)c(CNC(=O)C2CCCN(c3nc4ccccc4o3)C2)c1` (stereo not given)?
PPARg SRC-3 ag: -11.8; PPARg SRC-2 ag: 0.3; Diaph inh CS: -16.2; PMI act satM6P: 1.1; PPARg SRC1 recr: 8.2; ROMK mod: -0.906; G6PDH CS: 7.9; PMI activator: 1.1; S1P3 antag: -26.3; TR-FRET SRC-2 ct: 1667; Diaphorase act: 1.2

How did Nc1cccn2c(-c3ccc(Cl)cc3)cnc12 do in these assays?
PPARg SRC-3 ag: 10.8; PPARg SRC-2 ag: 20.1; Diaph inh CS: 18.3; PMI act satM6P: 0.7; PPARg SRC1 recr: 16.0; ROMK mod: -0.472; G6PDH CS: 4.9; PMI activator: 0.8; S1P3 antag: 5.4; TR-FRET SRC-2 ct: 1672; Diaphorase act: 0.8

Results for Cc1ccc(NC2(c3nnnn3-c3c(C)cccc3C)CCCCC2)cc1 ?
PPARg SRC-3 ag: 3.1; PPARg SRC-2 ag: 2.0; Diaph inh CS: 18.1; PMI act satM6P: 0.9; PPARg SRC1 recr: 3.1; ROMK mod: 1.02; G6PDH CS: 2.2; PMI activator: 0.8; S1P3 antag: 2.5; TR-FRET SRC-2 ct: 1503; Diaphorase act: 0.8

How did O=[N+]([O-])c1cc(Cl)cc(/C=N/Nc2nc3ccccc3s2)c1O do in these assays?
PPARg SRC-3 ag: 3.2; PPARg SRC-2 ag: -8.5; Diaph inh CS: 3.9; PMI act satM6P: 1.2; PPARg SRC1 recr: 3.1; G6PDH CS: 14.4; PMI activator: 1.1; S1P3 antag: -5.4; TR-FRET SRC-2 ct: 1522; Diaphorase act: 1

What do the screens show for `COc1ccc(OC)c(NC(=S)NN2CCOCC2)c1`?
PPARg SRC-3 ag: 4.2; PPARg SRC-2 ag: 8.6; Diaph inh CS: 7.3; PMI act satM6P: 0.9; PPARg SRC1 recr: 3.4; G6PDH CS: -12.2; PMI activator: 0.9; TR-FRET SRC-2 ct: 1565; Diaphorase act: 0.9
